# Bioassay records deposited in PubChem BioAssay by several laboratories.
# OX1R antag – antagonists of human orexin 1 receptor (OX1R). O43613. OX1R-expressing cells, FRET antagonist read-out. inhibition, % at 6.6 µM. actives 1.8% (n = 330,000). AID 485270; in the data active means inhibition mostly above about 38%, no sharp cut-off; inactive means mostly below about 40%;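 further: 0% = agonist challenge alone and 100% = reference antagonist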
# KCNQ2 block – KCNQ2 potassium channel inhibitors, primary screen, cell-based, CHO-K1, FluxOR thallium flux, B-score (AID 2156); B-score at 10 µM; actives 1.1% (n = 310,000); 20 min; active compounds read low; O88943;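 active means fluorescence ratio B-score at most minus 3 library SDs, with starting brightness B-score within 2 library SDs, cut at about -5.5 in these data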
# Target sequence (O88943 whole entry, looked up): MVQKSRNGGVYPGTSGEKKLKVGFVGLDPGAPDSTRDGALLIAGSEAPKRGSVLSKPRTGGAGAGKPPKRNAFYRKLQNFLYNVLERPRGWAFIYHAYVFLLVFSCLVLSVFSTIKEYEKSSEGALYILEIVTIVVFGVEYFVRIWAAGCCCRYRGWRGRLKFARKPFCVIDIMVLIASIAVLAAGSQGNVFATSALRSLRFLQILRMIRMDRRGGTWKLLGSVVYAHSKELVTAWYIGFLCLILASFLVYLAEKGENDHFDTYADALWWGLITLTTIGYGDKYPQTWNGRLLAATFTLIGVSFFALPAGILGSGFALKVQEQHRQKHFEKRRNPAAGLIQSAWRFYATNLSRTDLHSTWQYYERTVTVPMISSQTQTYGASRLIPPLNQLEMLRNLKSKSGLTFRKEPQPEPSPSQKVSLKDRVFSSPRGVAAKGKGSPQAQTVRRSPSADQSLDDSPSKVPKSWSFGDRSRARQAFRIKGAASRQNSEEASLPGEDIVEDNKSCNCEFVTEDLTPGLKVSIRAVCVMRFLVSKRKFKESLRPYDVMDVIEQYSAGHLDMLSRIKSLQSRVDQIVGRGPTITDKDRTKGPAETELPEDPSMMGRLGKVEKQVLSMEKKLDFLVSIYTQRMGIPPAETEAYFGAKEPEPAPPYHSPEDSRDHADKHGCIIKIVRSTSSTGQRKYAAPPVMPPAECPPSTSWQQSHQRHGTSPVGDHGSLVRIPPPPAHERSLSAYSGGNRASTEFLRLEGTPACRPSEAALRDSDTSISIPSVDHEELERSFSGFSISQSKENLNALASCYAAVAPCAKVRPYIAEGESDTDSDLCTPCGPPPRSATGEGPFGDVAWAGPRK
# STK33 kinase inh – human STK33 kinase inhibition | purified STK33, MBP phosphorylation, ADP-Glo luminescence | inhibition, % at 10 µM | actives 0.073% (n = 320,000);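 active means inhibition at or above 25%, using the most active replicate where run in duplicate; inactive means inhibition below 25%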
# * marks the source's active call; other numbers are inactive results; i = inactive; · = not tested or not shown.
SMILES,OX1R antag,KCNQ2 block,STK33 kinase inh
Cc1sc(NC(=O)c2ccco2)c(CN2CCC(C)CC2)c1C,17,i,2.0
CCOC(=O)N1CCN(Cc2ccc3c(c2)OCO3)CC1,4,i,0.2
O=C(COC(=O)c1ccc([N+](=O)[O-])cc1)NC1CCCC1,39,i,-2.3
O=C(CN(C(=O)c1nsc(Cl)c1Cl)c1cccc(F)c1)NC1CCCC1,16,i,-1.9
Nc1cc(C(F)(F)F)ccc1C(=O)O,8,i,-0.6
COc1cc(/C=N\NC(=O)CN2CCOCC2)ccc1OCC(=O)Nc1ccc(C)c(C)c1,17,i,0.7
Cc1noc(C)c1S(=O)(=O)Nc1ccc2c(c1)C(=O)N([C@H](C)CO)C[C@H](C)[C@@H](CN(C)C(=O)NC1CCCCC1)O2,11,·,0.2
COc1ccc(/C=N/Nc2nc(-c3ccc(Cl)cc3)cc(C(F)(F)F)n2)c(OC)c1,13,i,0.9
CCOC(=O)c1oc2ccc(S(=O)(=O)n3nc(-c4cc(OC)c(OC)c(OC)c4)cc3N)cc2c1C,17,i,0.6
CC(C)(C)c1ccc(S(=O)(=O)N2CCCCC2C(=O)NCc2ccccn2)cc1 (stereo not drawn),4,i,0.4
Cc1ccc2c(c1)NC(=O)C(CC(=O)NCCN(C)C)O2 (stereo not drawn),9,i,0.4
COC(=O)C1CSC(C(=O)OC)N1C(=O)Nc1ccc(Cl)c(Cl)c1 (stereo not drawn),15,i,-0.1
CC(=O)Nc1ccc(C(=O)N/N=C/c2cccnc2)cc1,13,i,-0.6
Cn1c(SCC(=O)c2ccc3c(c2)OCO3)nnc1-c1ccccn1,7,i,-1.4
CC(C)n1nnnc1SCC(=O)Nc1ccccc1N1CCOCC1,14,i,-1.0
CCSc1nc(-c2cccnc2)ccc1C#N,23,i,2.1
CCOC(=O)c1ccc(CNC(=O)C2CCC(=O)N(Cc3cccc(OC)c3)C2)o1 (stereo not drawn),17,i,-1.5
CCOC(=O)COn1c(=O)c(-c2ccc(OCC)cc2)[n+]([O-])c2ccccc21,34,i,-0.8
CCCCc1c(O)cc(C)[nH]c1=O,-13,i,0.4
O=C(NCc1cccnc1)/C(=C/c1ccc(-c2cccc(C(F)(F)F)c2)o1)NC(=O)c1ccccc1,15,i,-0.7
COc1ccc(S(=O)(=O)N2CCCCCC2)cc1NC(=O)CN1C(=O)CNC1=O,2,·,-0.4
COc1cccc(CN2C(=O)C(C)N(C(=O)c3ccccc3)c3ccccc32)c1 (stereo not drawn),8,i,-2.7
CCOC(=O)CNC(=O)CN1CCC(c2nc3ccccc3[nH]2)CC1,7,i,-0.2
Cc1ccc(C(=O)NCCc2sc(C)nc2C)cc1,12,i,0.0
COc1ccc(C2CC(c3ccccc3)=NN2C(=O)COC(=O)c2nc3nccc(C)n3n2)cc1 (stereo not drawn),4,i,-1.5
Cc1cc(C)cc(Oc2cc(NC(=O)c3cn(C)nc3C)cc([N+](=O)[O-])c2)c1,18,i,-1.3
O=[N+]([O-])c1ccc(NS(=O)(=O)c2cccc3cccnc23)cc1,-7,i,1.5
CN(C)CCN=Cc1c(O)n(Cc2ccccc2)c(=O)c2ccccc12,21,i,-1.2
COc1ccc(C2N(c3cccc(Cl)c3)C(=O)C3CCCN32)cc1 (stereo not drawn),4,i,2.7
O=C(CN1C(=O)NC(c2ccccc2)(c2ccccc2)C1=O)c1c[nH]c2ccccc12,23,i,-0.7
CCCn1c(=N)c(C(=O)NC2CCCC2)cc2c(=O)n3cccc(C)c3nc21,81*,i,0.5
COc1cccc(CNC(=O)C(=O)N2CCC3(CC2)OCCN3S(=O)(=O)c2ccc(C)cc2)c1,13,i,0.4
Cc1ccc(C2=NS(=O)(=O)N(C)C(C(=O)NCc3ccccn3)=C2)cc1,15,i,0.4
Cn1c(C(=O)OC(C(=O)NCc2ccco2)c2ccncc2)cc2sccc21 (stereo not drawn),20,i,-1.8
COc1ccc(CNC(=O)C2CCN(C(=O)c3ccccc3)CC2)cc1,-1,i,-1.4
CCCCOc1ccc(N(CC(=O)NCc2ccccc2)C(=O)c2csnn2)cc1,26,i,-1.9
Cc1cc(C(=O)Nc2sc3c(c2C#N)CCCCC3)cs1,17,i,-3.1
Cc1ccc(COC(=O)c2nn(-c3ccccc3)nc2N)cc1,18,i,-1.5
O=C(N/C=C/c1ccc(Cl)cc1)NCc1ccc(Cl)cc1,11,i,-0.9
Cc1ncsc1CCOC(=O)c1ccc(N2CCOCC2)c([N+](=O)[O-])c1,53,i,0.1
C=CCc1c(C)nc(N)[nH]c1=O,6,i,-1.2
CC(C)C(NC(=O)CN1C(=O)c2cccc3cccc1c23)C(C)C,4,i,0.2
CC1CC(C)CN(CC(C)(C)NS(=O)(=O)c2ccc(Cl)cc2)C1 (stereo not drawn),10,i,-0.2
O=C(OCC(=O)N1CCCc2ccccc21)c1cncc(Br)c1,12,i,-1.5
CCC/C(O)=C1\C(=O)CCCC1=NCCc1c(C)[nH]c2ccccc12,11,i,-2.8
CCOC(=O)C(CCSC)NC(=O)CN (stereo not drawn),4,i,1.6
CCN1CCCCC(=N/O)/C(=N/O)CCCC1,7,i,-1.1
O=C(Cn1cnc2ccccc21)N/N=C/c1ccccc1[N+](=O)[O-],23,i,-0.9
COc1cc(/C=C2\CCc3ccccc3C2=O)cc(OC)c1OC,12,i,-1.3
CCOC(=O)NC(=O)/C(C#N)=C\Nc1sccc1C(=O)OC,36,i,2.3

# A second format for 2 compounds above:
CC(C)C(NC(=O)CN1C(=O)c2cccc3cccc1c23)C(C)C
  OX1R antag: 4
  KCNQ2 block: i
  STK33 kinase inh: 0.2

CC1CC(C)CN(CC(C)(C)NS(=O)(=O)c2ccc(Cl)cc2)C1 (stereo not drawn)
  OX1R antag: 10
  KCNQ2 block: i
  STK33 kinase inh: -0.2

# Additional entries follow.
SMILES,OX1R antag,KCNQ2 block,STK33 kinase inh
C/C(CCc1ccco1)=N/NC(=O)CCC(=O)Nc1ccc(Br)cc1,16,i,-1.6
O=C(O)c1cc(-n2cccc2)ccc1N1CCOCC1,5,i,-7.4
O=C(Nc1cccc2ccccc12)OCc1cncs1,10,i,4.2
COc1ccc(C2CC(c3ccc(Cl)cc3Cl)n3nc(N)nc3N2)cc1 (stereo not drawn),13,i,1.3
CC(C)c1ccc(C(=O)NNC(=O)c2ccncc2)cc1,18,i,-0.6
O=C(NCCCN1CCOCC1)C(=O)NCCc1ccccc1,9,i,-0.4
CCCC(=O)Nc1ccc2c(c1)nc1n2CCSC1,7,i,-0.2
Cc1c(C(=O)N2CCOCC2)cc(C(C)(C)C)n1-c1ccccc1,15,i,1.7
COc1cccc(C(=O)N2CCC(C(=O)NCc3ccc(C)cc3)CC2)c1,12,i,0.8
CCOc1ccccc1N(C(=O)c1ccco1)C(C(=O)NC1CCCC1)c1cccs1 (stereo not drawn),28,i,-0.6
Cc1ccc(-n2nnnc2C(Cl)(Cl)c2nnnn2-c2ccc(C)cc2)cc1,19,i,-1.9
Cc1cc(-c2csc(N)n2)c(C)n1CCc1ccccc1,12,i,0.2
CCn1c(-c2cc(-c3ccccc3OC)nc3ccccc23)n[nH]c1=S,25,-7.2*,-1.5
CCN(CCNCC(O)COCc1ccc(Cl)cc1)c1cccc(C)c1 (stereo not drawn),2,i,-2.9
O=[N+]([O-])c1nn(-c2cccc(Cl)c2)n(O)c1=NCc1cccnc1,32,i,-0.9
Cc1ccc(C(=O)NCc2ccco2)cc1S(=O)(=O)Nc1cccc(C)c1C,16,i,-1.3
Cc1ccc(C)c(NS(=O)(=O)c2ccc(OCC(=O)N3CCOCC3)cc2)c1,3,i,-0.6
Cc1ccc(C(=O)O)cc1NC(=O)C1=CSCCO1,19,i,-0.4
Cc1nn(C2CCS(=O)(=O)C2)c(Cl)c1/C=C/C(=O)OCC(=O)Nc1ccccc1OC(F)F (stereo not drawn),6,i,-0.3
O=C(C1CC(=O)N(c2ccc(F)cc2)C1)N1CCCCC1 (stereo not drawn),12,i,0.5

# Nothing new here: entries from further up.
SMILES,OX1R antag,KCNQ2 block,STK33 kinase inh
O=C(Nc1cccc2ccccc12)OCc1cncs1,10,i,4.2
COc1ccc(C2CC(c3ccc(Cl)cc3Cl)n3nc(N)nc3N2)cc1 (stereo not drawn),13,i,1.3
CC(C)c1ccc(C(=O)NNC(=O)c2ccncc2)cc1,18,i,-0.6
O=C(NCCCN1CCOCC1)C(=O)NCCc1ccccc1,9,i,-0.4
CCCC(=O)Nc1ccc2c(c1)nc1n2CCSC1,7,i,-0.2
Cc1c(C(=O)N2CCOCC2)cc(C(C)(C)C)n1-c1ccccc1,15,i,1.7
COc1cccc(C(=O)N2CCC(C(=O)NCc3ccc(C)cc3)CC2)c1,12,i,0.8
CCOc1ccccc1N(C(=O)c1ccco1)C(C(=O)NC1CCCC1)c1cccs1 (stereo not drawn),28,i,-0.6
Cc1ccc(-n2nnnc2C(Cl)(Cl)c2nnnn2-c2ccc(C)cc2)cc1,19,i,-1.9
Cc1cc(-c2csc(N)n2)c(C)n1CCc1ccccc1,12,i,0.2
CCn1c(-c2cc(-c3ccccc3OC)nc3ccccc23)n[nH]c1=S,25,-7.2*,-1.5
CCN(CCNCC(O)COCc1ccc(Cl)cc1)c1cccc(C)c1 (stereo not drawn),2,i,-2.9
O=[N+]([O-])c1nn(-c2cccc(Cl)c2)n(O)c1=NCc1cccnc1,32,i,-0.9
Cc1ccc(C(=O)NCc2ccco2)cc1S(=O)(=O)Nc1cccc(C)c1C,16,i,-1.3
Cc1ccc(C)c(NS(=O)(=O)c2ccc(OCC(=O)N3CCOCC3)cc2)c1,3,i,-0.6
Cc1ccc(C(=O)O)cc1NC(=O)C1=CSCCO1,19,i,-0.4
Cc1nn(C2CCS(=O)(=O)C2)c(Cl)c1/C=C/C(=O)OCC(=O)Nc1ccccc1OC(F)F (stereo not drawn),6,i,-0.3
O=C(C1CC(=O)N(c2ccc(F)cc2)C1)N1CCCCC1 (stereo not drawn),12,i,0.5

# (list continues)
SMILES,OX1R antag,KCNQ2 block,STK33 kinase inh
COc1cc([N+](=O)[O-])ccc1NC(=O)CSc1ccccn1,36,i,-0.9
CCOC(=O)c1cc2cc(OC)ccc2[nH]1,7,i,0.0
Cc1ccc(-c2n[nH]c(=S)n2/N=C/C=C\c2ccccc2[N+](=O)[O-])cc1,38,i,-3.8
CCOC(=O)C1=NN(C(C)=O)C2(CC(=O)N(c3cccc(C)c3)C2=O)C1 (stereo not drawn),-2,i,-0.7
C=CCOC(=O)C1=C(C)NC(SCC(=O)Nc2nccs2)=C(C#N)C1c1ccc(Cl)cc1 (stereo not drawn),46,i,0.6
COc1cccc(Cn2nnc(C(=O)NCc3ccc(F)cc3)c2N)c1,5,i,-0.8
Cc1ccc(NC(=O)[C@H](Cc2c[nH]c3ccccc23)NC(=O)[C@@H]2Cc3ccccc3CN2)c(C)c1,8,-6.7*,-0.7
Cn1c(N)c(C(=O)COC(=O)CCC(=O)c2cccs2)c(=O)n(C)c1=O,15,i,0.0
O=C(CN1CCC(c2nc3ccccc3[nH]2)CC1)NCc1ccc2c(c1)OCO2,8,i,-1.7
CN(c1ccccc1)S(=O)(=O)c1nnc(NC(=O)COc2ccccc2F)s1,19,i,-0.9
COc1cccc(CNC(=O)COC(=O)/C=C/c2ccc(SC)cc2)c1,6,·,0.1
Cc1ccc(S(=O)(=O)NCC2CCCO2)cc1[N+](=O)[O-] (stereo not drawn),15,i,-0.9
O=C(Nc1ccnn1C1CCN(Cc2ccc(CO)o2)CC1)c1ccccc1Cl,32,i,0.0
COc1ccc(CCN2C(=O)C(O)=C(C(=O)c3ccco3)C2c2cccs2)cc1OC (stereo not drawn),1,i,-1.7
O=C(c1cc(-c2cccc(Cl)c2)nc2ccccc12)N1CCCC1,22,-8.1*,0.7
Cc1cc(C)n(-c2ccc(Cl)c(Cl)c2)n1,8,i,0.0
Cc1cnc(C(=O)NCc2ccc(Cl)cc2Cl)cn1,16,i,-1.3
Cc1ccc(S(=O)(=O)N(CC(=O)NCc2ccco2)c2ccccc2C)cc1,16,i,2.9
O=C(NCc1ccco1)c1sc2cc(F)ccc2c1Cl,13,i,-1.0
CC(=O)Nc1ccc(C2=NNC(=NCC3CCCO3)SC2)cc1 (stereo not drawn),19,·,1.0
CN(CCC#N)C(=O)COC(=O)c1ccc2[nH]c3c(c2c1)CCCC3,52,i,0.5
CCOc1ccc(CC(C(N)=O)C(N)=O)cc1,16,i,-1.3
Clc1ccc2c(N3CCOCC3)ccnc2c1,2,i,-0.2
CC(C)Cn1cc(C(=O)NCC2CCCO2)c2c3ccccc3n(C)c2c1=O (stereo not drawn),5,i,-1.4
CCC1(CC)NC(=O)N(CC(=O)OCC(=O)Nc2sccc2C#N)C1=O,11,i,-0.5
CCCN(Cc1ccccc1)S(=O)(=O)c1ccc(N2C(=O)CCC2=O)cc1,13,i,-2.1
CCOc1ccc(N2C(=O)CC(NCC3CCCO3)C2=O)cc1 (stereo not drawn),-9,i,0.4
O=C(COc1ccc(-n2cnnn2)cc1)Nc1ccccc1Cl,10,i,-1.7
CCOC(=O)C1CCN(C(=O)Cn2nc(C)n3c(cc4cc(C)ccc43)c2=O)CC1,6,i,0.6
CCC(C)C(NC(=O)C(C)NC(=O)CNC(=O)CNC(=O)OCc1ccccc1)C(=O)OC (stereo not drawn),7,i,-1.1
Cc1cc(C)cc(N(C(C)C(=O)N2CCCC2)S(C)(=O)=O)c1 (stereo not drawn),2,i,0.3
Cc1ccsc1C(=O)NNC(=O)c1ccc(NS(=O)(=O)c2cccs2)cc1,2,i,-0.8
Cc1cc(C(=O)OCC(=O)NCc2cccs2)c2ccccc2n1,34,i,-0.1
CCc1ccc(NC(=O)C2CCN(S(=O)(=O)c3cnc[nH]3)CC2)cc1,10,i,-0.2
COc1ccc(OCC(=O)NNC(=O)c2nn(C)c(=O)c3ccccc23)cc1,13,i,0.1
COc1ccc(C(=O)N(C)Cc2ccc(C)o2)cc1OC1CCN(C(C)C)CC1,12,i,-1.1
Cc1ccc(C2CC(c3ccc(NS(C)(=O)=O)cc3)=NN2C(=O)c2ccco2)cc1 (stereo not drawn),11,i,-0.8
